# ARNT-TACC3 inh: ARNT/TACC3 interaction disruption. AlphaScreen His-ARNT PAS-B/GST-TACC3 binding, luminescence; TACC3 fragment carries E629A point mutation. 390,000 tested, 0.66% active. inhibition, % at 9.99 µM. Q9Y6A5;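 active means mean inhibition of replicates at least 50% and at least half of replicates each reaching 50%; inconclusive means half or more replicates reach 50% but mean below 50%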;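 further: 0% = complete ARNT plus TACC3 wells and 100% = ARNT alone without TACC3; many hits fall short of the cut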
# ERp5 block: inhibitors of human ERp5; Q15084; ERp5 insulin aggregation, absorbance 650 nm, 90 min; inhibition, % at 9.99 µM; 350,000 tested, 0.05% active;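 active means mean replicate inhibition above about 25%, with every replicate also reaching it, limit read from the data, passing the limit was not always enough; inconclusive means only one of those two criteria met; inactive means neither criterion met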
# Target sequence (Q15084 whole entry, looked up): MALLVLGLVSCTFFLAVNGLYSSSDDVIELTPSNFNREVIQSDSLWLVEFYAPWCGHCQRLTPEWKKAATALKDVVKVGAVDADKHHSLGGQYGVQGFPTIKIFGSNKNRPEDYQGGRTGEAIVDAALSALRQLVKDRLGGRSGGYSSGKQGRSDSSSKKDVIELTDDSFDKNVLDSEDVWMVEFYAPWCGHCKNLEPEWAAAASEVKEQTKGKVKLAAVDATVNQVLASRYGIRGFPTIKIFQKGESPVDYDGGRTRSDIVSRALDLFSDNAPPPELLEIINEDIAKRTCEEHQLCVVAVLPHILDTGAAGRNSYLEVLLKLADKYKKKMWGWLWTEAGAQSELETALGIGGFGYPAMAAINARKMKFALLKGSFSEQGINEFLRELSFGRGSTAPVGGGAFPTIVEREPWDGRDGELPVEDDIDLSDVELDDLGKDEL
# miR-122 sensor: miR-122 inhibition in Huh7 cells; 340,000 tested, 0.3% active; activation (reporter increase), % at 12.5 µM; Huh7 miR-122 Renilla luciferase sensor, 48 h; neutral wells = 0, positive control = 100;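 active means mean replicate activation score at least 90 and every replicate individually at or above 90; inconclusive means only one of the two criteria met; inactive means neither criterion met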;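 further: higher luciferase means less miR-122 activity so hits act as miR-122 inhibitors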
# esBAF inh: inhibitors of esBAF chromatin remodeling in mouse ES cells | Bmi1-luciferase knock-in reporter, 24 h; 100% = twice the neutral-well signal | reporter increase, % at 12.5 µM | 350,000 tested, 2% active; in the data active means activation above about 40%; inconclusive means no clear call, values can overlap the other calls;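 further: 0% = median of the plate's neutral control wells and 100% = double that signal; a rise in the Bmi1 reporter signal indicates esBAF inhibition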
# SIRT5 inh: sirtuin-5 (human) deacylase inhibition; Purified SirT5, succinyl-peptide AMC, trypsin-coupled fluorescence; inhibition, % at 15 µM; 330,000 tested, 1.1% active; AID 652115; in the data active means inhibition above about 15%; inconclusive means no clear call, values can overlap the other calls
# Target sequence (Q9NXA8 whole entry, looked up): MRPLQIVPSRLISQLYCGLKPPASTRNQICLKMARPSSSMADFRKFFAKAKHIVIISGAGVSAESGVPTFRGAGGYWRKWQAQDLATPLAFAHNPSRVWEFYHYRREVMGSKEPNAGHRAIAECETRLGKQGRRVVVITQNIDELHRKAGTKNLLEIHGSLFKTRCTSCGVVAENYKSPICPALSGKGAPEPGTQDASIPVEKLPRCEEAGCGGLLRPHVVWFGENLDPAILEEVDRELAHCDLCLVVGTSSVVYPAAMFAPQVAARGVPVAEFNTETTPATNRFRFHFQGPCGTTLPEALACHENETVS
# C2C12 statin: protects C2C12 myotubes from simvastatin toxicity; ATP luminescence, 48 h; scaled: DMSO 0, geranylgeraniol control 100; AID 602340; rescue of ATP level, % at 7.49 µM; 330,000 tested, 0.78% active;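 active means mean ATP rescue above about 67%, or every replicate alone reaching that limit, limit read from the data, passing the limit was not always enough; inconclusive means no clear call, values can overlap the other calls; inactive means mean under the limit and some replicate under it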;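 further: myotubes were challenged with 10 µM simvastatin during compound exposure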
# Cneo AK release: causes C. neoformans cell lysis. adenylate kinase release luminescence, 4 h; normalised: neutral wells 0, clomiphene wells 100. lysis activity, % at 15 µM. 360,000 tested, 0.2% active;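 active means mean lysis activity across replicates of at least 80%, whatever share of replicates individually reach that level; inactive means mean lysis activity below 80%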
#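 read-out = cell lysis signal | test system = log-phase Cryptococcus neoformans yeast cells | input = cells at 5 × 10^6 per mL | medium = fresh YPD growth medium | signal = luminescent adenylate kinase detection reagent | timing = 4 h at 37 °C static, read 1 h later | dosing = single dose | controls = Clomiphene as positive lysis control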
# Starred values were filed as active, the others as inactive; ? = inconclusive; · = no result given; [ ] = another dose, or the depositor's remark.
no.	Compound	ARNT-TACC3 inh	ERp5 block	miR-122 sensor	esBAF inh
1	COc1ccc(CNC(=O)CCCNS(=O)(=O)c2cccc3nonc23)cc1	-4	·	-4	-3
2	CCn1cc(S(=O)(=O)Nc2ccc(Cl)cc2F)cn1	5	-4	8	·
3	CC(=O)c1cccc(NC(=O)c2ccncc2)c1	-8	·	-2	-14
4	CCCCNc1c(-c2ccc(SC3CCCCC3)cc2)nc2ccccn12	-8	2	7	25
5	O=C(NN1C(=O)/C(=C\c2cccnc2)SC1=S)C(c1ccccc1)c1ccccc1	1	-2	-11	·
6	Cc1nnc(NC(=O)Nc2cccc(Cl)c2)s1	-2	·	12	?
7	CC[C@]12c3[nH]c4cc(-c5ccco5)ccc4c3CCN1C(=O)[C@@H](CC(=O)NCc1cccc(C(F)(F)F)c1)C[C@@H]2C(=O)N1CCN(C(=O)C2CC2)CC1	-1	2	-18	-2
8	C[C@H](CO)N1C[C@H](C)[C@H](CN(C)Cc2cccc(F)c2)Oc2ncc(C#CCc3ccccc3)cc2C1=O	5	-7	28[16.7 µM]	4

no.	SIRT5 inh	C2C12 statin	Cneo AK release
1	·	·	-14
2	0	·	-1
3	·	·	0
4	·	-3	-8
5	4	·	9
6	·	9	1
7	·	-2	1
8	-8	-29	0

no.	Compound	ARNT-TACC3 inh	ERp5 block	miR-122 sensor	esBAF inh
9	CC(=O)Oc1c2occc2cc2ccc(=O)oc12	-3	·	-12	-7
10	CCOc1ccc(N(CC(=O)NC2CC3CCC2C3)S(=O)(=O)c2ccccc2)cc1 (stereo not drawn)	·	4	-3	-13
11	O=C1OCCN/C1=C\C(=O)c1ccc(Cl)cc1	·	-1	-2	·
12	CCOc1ccc(N/C=C/C(=O)c2ccc(OC)cc2)cc1	-14	5	-5	?
13	COC(=O)/C(=N/Nc1ccccc1OC)N1CCCc2ccccc21	-14	3	4	0
14	Cc1ccc(C)c(C(=O)CC2(O)C(=O)Nc3ccccc32)c1 (stereo not drawn)	0	·	·	-2
15	N#CCSc1nc2c(sc(=S)n2Cc2ccco2)c(=O)n1-c1ccc(F)cc1	6	·	22	-9
16	O=C(Nc1ccccc1)Nc1nnc(Cc2ccc(F)cc2)s1	-3	4	3	-2

no.	SIRT5 inh	C2C12 statin	Cneo AK release
9	·	-4	-4
10	-1	-18	-1
11	2	·	4
12	-1	0	1
13	-1	7	·
14	·	6	0
15	·	-33	2
16	-4	2	1

no.	Compound	ARNT-TACC3 inh	ERp5 block	miR-122 sensor	esBAF inh
17	C[C@@H]1CN([C@H](C)CO)C(=O)c2cc(NS(=O)(=O)c3cn(C)cn3)ccc2O[C@@H](C)CCCCO[C@@H]1CN(C)Cc1ccc(C(=O)O)cc1	3	·	8[16.7 µM]	-4
18	Cc1nn(C)cc1S(=O)(=O)N1CCN(c2ccccc2F)CC1	17	1	1	-5
19	CSc1ncccc1C(=O)NC1CCCCCCC1	-6	3	3	1
20	COc1ccccc1OC(C)C(=O)N1CCc2ccccc21 (stereo not drawn)	-5	-2	·	·
21	O=C(O)COc1ccccc1/C=N/NC(=O)c1ccc(F)cc1	9	1	3	3
22	Cc1c(C(=O)c2cccc(F)c2)c2ccccn2c1CCC#N	2	-3	·	·
23	C[C@@H]1ON(C)[C@H]2C[C@H]3c4[nH]c5ccc(-c6ccc7c(c6)OCO7)cc5c4CCN3C[C@@H]12	·	0	5	-16
24	Cc1ccc(SCCC(=O)NC(C)(C)C)cc1	-11	·	3	26

no.	SIRT5 inh	C2C12 statin	Cneo AK release
17	·	·	-1
18	-1	-2	-1
19	-3	-1	0
20	-3	·	4
21	-2	0	6
22	1	·	·
23	-3	-7	-6
24	·	3	-2

no.	Compound	ARNT-TACC3 inh	ERp5 block	miR-122 sensor	esBAF inh
25	COc1ccc(CN2CCOCC2)c(C)c1C	3	·	·	3
26	COC(=O)C1C(O)=C(C=NC2CCCCC2)C(=O)CC1(C)C (stereo not drawn)	-5	·	2	1
27	Cc1[nH]n(-c2ccc([N+](=O)[O-])cc2)c(=O)c1C=NCCN1CCN(C(=O)C(C)C)CC1	7	2	·	·
28	CCN(CC(=O)NCc1ccc(Cl)cc1)CC(=O)Nc1ccc(C(N)=O)cc1	-3	5	·	·
29	CCn1c(N)c(Br)c(=O)[nH]c1=O	-3	-5	·	·
30	O=S(=O)(c1ccc(N2CCN(CCO)CC2)nc1)N1CCCCC1	-10	·	-3	1
31	Cc1ccc(CNC(=O)CCS(=O)(=O)c2cccc3nsnc23)cc1	-2	·	-2	-4
32	CCOc1ccc(C(=O)NC2CCN(S(C)(=O)=O)CC2)cc1	-1	·	-4	14

no.	SIRT5 inh	C2C12 statin	Cneo AK release
25	·	26	3
26	·	1	-2
27	2	·	·
28	1	·	·
29	0	·	·
30	·	14	0
31	·	-2	-3
32	·	-6	-2

no.	Compound	ARNT-TACC3 inh	ERp5 block	miR-122 sensor	esBAF inh
33	Nc1nc(Nc2ccccc2)sc1C(=O)c1ccccc1	6	-1	10	·
34	CC(=O)N1c2ccc(S(=O)(=O)NCC3CCC(C(=O)N4CC(C)CC(C)C4)CC3)cc2CC1C (stereo not drawn)	0	-1	7	-5
35	CC(=O)c1ccc(OCCCC(=O)OCC(=O)Nc2c(C)nn(-c3ccccc3)c2C)cc1	-7	7	3	-15
36	CC(C)Cn1c(=O)c(C(=O)Nc2ccncc2)c(O)c2ccccc21	-1	3	16	-16
37	CN1OC[C@@H]2CN(C(=S)NCCc3ccccc3)[C@H](c3ccc(N4CCCCC4)cc3)C[C@@H]21	·	4	5	10
38	Cc1cc(C(=O)NNc2ccc(F)cc2)no1	-11	-1	-3	-9
39	COc1ccc(S(=O)(=O)N2CCN(C(=O)CSC(=S)N3CCCC3)CC2)cc1	1	-2	-10	-5
40	Cc1oc(-c2cccs2)nc1CN1CCN(C(C)C)C(CCO)C1 (stereo not drawn)	-1	-2	·	·

no.	SIRT5 inh	C2C12 statin	Cneo AK release
33	2	·	1
34	3	-5	1
35	1	-6	-1
36	-3	-56	-2
37	-4	-1	0
38	1	11	6
39	-7	13	-2
40	1	·	·

no.	Compound	ARNT-TACC3 inh	ERp5 block	miR-122 sensor	esBAF inh
41	O=C(C[C@H]1C[C@H]2c3cc(NC(=O)NC4CCCC4)ccc3O[C@H]2[C@@H](CO)O1)NC1CCCCC1	-7	1	5[16.7 µM]	3
42	O=C(O)c1c(-c2ccccc2)cnc2ccccc12	·	4	·	2
43	C[C@H]1CN([C@@H](C)CO)C(=O)Cc2cc(NC(=O)Nc3ccccc3)ccc2O[C@H]1CN(C)C(=O)NC1CCCCC1	-9	7	-4[16.7 µM]	4
44	N/C(=N\OC(=O)/C=C/c1ccccc1)c1ccncc1	18	2	14	45*
45	COC(=O)c1ccc(Cn2c(C)c(C(=O)NCc3ccc(Cl)c(Cl)c3)sc2=O)o1	·	11	·	-5
46	CCNc1nc(SCC(=O)Nc2ccccc2)nc(N2CCOCC2)n1	-18	5	-6	-8
47	Cn1c(=O)c2c(nc(SCCN3CCCCC3)n2C)n(C)c1=O	-15	2	-4	-7
48	c1ccc([C@H]2CC3C[C@@H](c4ccccc4)N2O3)cc1	-14	·	-5	-3

no.	SIRT5 inh	C2C12 statin	Cneo AK release
41	9	7	3
42	·	-3	0
43	-2	1	1
44	1	-17	-2
45	·	-10	0
46	0	44	-1
47	-4	·	1
48	·	2	-1

no.	Compound	ARNT-TACC3 inh	ERp5 block	miR-122 sensor	esBAF inh
49	CCCN(CCC)C(=O)c1ccc2c(c1)OCO2	1	·	-12	-10
50	CCCNC(=O)COc1coc(CN2CCN(c3ccccc3)CC2)cc1=O	0	1	-2	0
51	CC(C)Oc1ccc(C(CC(=O)O)c2ccc(F)cc2)cc1 (stereo not drawn)	29	3	-9	-3
52	CCN1CCN(Cc2nc(N)nc(Nc3ccc(C)c(C)c3)n2)CC1	10	·	1	0
53	C[C@H]1CN([C@@H](C)CO)C(=O)c2cc(NS(=O)(=O)c3ccc(Cl)cc3)ccc2O[C@H]1CN(C)CC1CCCCC1	7	0	-13[16.7 µM]	-3
54	CCCN(C)C[C@H]1Oc2cc(-c3ccccc3OC)ccc2S(=O)(=O)N([C@@H](C)CO)C[C@H]1C	9	-5	6[16.7 µM]	-1
55	Cc1ccc(CSc2ccc(S(=O)(=O)N3CCOCC3)cn2)cc1	2	-2	1	-3
56	Cc1coc2cc3oc(=O)c4c(c3cc12)CCCC4	-10	1	-2	4

no.	SIRT5 inh	C2C12 statin	Cneo AK release
49	·	-2	2
50	-3	-7	-2
51	-1	-42	-2
52	·	7	-1
53	0	-11	7
54	-10	-27	0
55	2	9	-1
56	-4	0	0

# Profiles from above. Screens in order: ARNT-TACC3 inh | ERp5 block | miR-122 sensor | esBAF inh | SIRT5 inh | C2C12 statin | Cneo AK release
# CC(C)Oc1ccc(C(CC(=O)O)c2ccc(F)cc2)cc1 (stereo not drawn) reads 29 | 3 | -9 | -3 | -1 | -42 | -2
# C[C@H]1CN([C@@H](C)CO)C(=O)c2cc(NS(=O)(=O)c3ccc(Cl)cc3)ccc2O[C@H]1CN(C)CC1CCCCC1 reads 7 | 0 | -13[16.7 µM] | -3 | 0 | -11 | 7
# CCN1CCN(Cc2nc(N)nc(Nc3ccc(C)c(C)c3)n2)CC1 reads 10 | · | 1 | 0 | · | 7 | -1
# Cc1coc2cc3oc(=O)c4c(c3cc12)CCCC4 reads -10 | 1 | -2 | 4 | -4 | 0 | 0
# CCCN(CCC)C(=O)c1ccc2c(c1)OCO2 reads 1 | · | -12 | -10 | · | -2 | 2

# New compounds follow
no.	Compound	ARNT-TACC3 inh	ERp5 block	miR-122 sensor	esBAF inh
57	Cc1ccc(S(=O)(=O)N2CCOC23CCN(C(=O)C(=O)NCCC(C)C)CC3)cc1	-7	-14	32	-3
58	Cc1ccc(C(=O)/C=C/Nc2ccccc2C(N)=O)cc1	-1	·	3	-1
59	C[C@@H](NC(=O)C[C@H]1CC[C@@H](NC(=O)C2CCOCC2)[C@@H](CO)O1)c1ccccc1	-1	1	·	1
60	CC(C)=CCc1cc([C@@H]2CC(=O)c3ccc(O)c(CC=C(C)C)c3O2)ccc1O	31	5	8	2
61	Cc1cc(C(=O)Nc2cccc3c2O[C@H](CN(C)S(=O)(=O)c2ccc(Cl)cc2)[C@@H](C)CN([C@H](C)CO)C3=O)n(C)n1	-15	9	-1[16.7 µM]	2
62	COCCN(C(=O)CCC(=O)Nc1ccccn1)C(C(=O)NCCC(C)C)c1ccc(F)cc1 (stereo not drawn)	0	2	-19	4
63	CCN(CC(=O)Nc1c(F)cccc1F)C(=O)Cc1c[nH]c2ccccc12	-10	-11	-7	1
64	COc1ccccc1NC(=O)N1C[C@H](O)COC[C@H]2O[C@@H](CC(=O)NCc3ccccc3)CC[C@@H]21	-4	0	-2[16.7 µM]	-2

no.	SIRT5 inh	C2C12 statin	Cneo AK release
57	1	-1	2
58	·	-21	-5
59	5	5	13
60	-2	6	-2
61	-3	5	0
62	2	-2	3
63	-2	-4	-3
64	0	7	3

no.	Compound	ARNT-TACC3 inh	ERp5 block	miR-122 sensor	esBAF inh
65	COc1ccc(N2C(=O)c3ccc(C(=O)Nc4cc(OC)ccc4OC)cc3C2=O)cc1	-15	0	·	-2
66	COc1ccc(-c2noc(CCC(=O)NCCc3ccccc3)n2)cc1	0	-1	7	-1
67	Cc1ccc(S(=O)(=O)Nc2ccncc2)c(C)c1N(C)S(=O)(=O)c1ccc(Cl)cc1	4	-1	-3	-1
68	CC(=O)N1CCN(c2ccc(S(C)(=O)=O)cc2[N+](=O)[O-])CC1	-3	4	0	6
69	Nc1cc(-c2ccc(Br)cc2)nn1S(=O)(=O)c1cccc2nsnc12	2	-2	17	-4
70	O=C(NCc1ccncc1)C1CCN(S(=O)(=O)c2ccc(Cl)c(C(F)(F)F)c2)CC1	-3	-3	-5	1
71	C=CC[C@]12CCc3ccccc3C1N(c1ccc(C(=O)OCC)cc1)C2=O (stereo partly drawn)	1	3	-2	-7

no.	SIRT5 inh	C2C12 statin	Cneo AK release
65	-4	-33	-4
66	-4	19	-3
67	-4	-2	-2
68	0	4	-1
69	-1	2	-3
70	-1	12	2
71	·	0	-2
